HCMV antiviral – blocks human cytomegalovirus replication | activity change, negative = inhibition, % at 57.5 µM | hit rate 4.5% among 410,000 | AID 1259415 | HFF cells, HCMV-luciferase reporter, 72 h; hits give low values; in the data active = activity change below about -60%; inconclusive = no clear call, values can overlap the other calls; inactive = above about -39%
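Steps: HFFs plated, 16 h 37C; compounds added; HCMV-luciferase added to MOI 1 PFU/cell; 72 h 37C; OneGlo reagent, 5 min room temperature; luminescence read, normalized to controls.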
AMA1 RON2 block – disrupts binding of P. falciparum AMA1 to RON2; AlphaScreen AMA1-biotinylated RON2 peptide binding; AID 720542; hit rate 0.2% among 360,000; Potency, µM (highest dose often 58.2 µM), inactives show at the highest dose activity change, negative = inhibition, usual class: inhibitors; active = well fitted inhibition curve with a large enough effect; inconclusive = small, poorly fitted or top-dose-only effect; inactive = no such curve, though single readings can be large or run the other way;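 note: potency is the fitted concentration of half-maximal effect; 0% = vehicle wells and -100% = peptide control; nearly all actives have a fitted effect of over 45% in size; some results filed as inactive show a strong effect at the top dose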
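AMA1 (3D7) with his tag at 25 nM final met compounds first, then biotinylated RON2 peptide at 25 nM; detection used donor plus acceptor beads, 10 µg/mL apiece, read by AlphaScreen after 30 min at room temperature.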
* = called active by the depositor; ? = inconclusive; [ ] = dose if it differs, or a comment. Unless noted, % is set by controls: 0 for no effect and ±100 for the full control effect. Some of the compounds tested. The share of hits here may be higher or lower than overall.

SMILES | HCMV antiviral | AMA1 RON2 block
CSc1ccc(CN2CCC(C)(Oc3ccc(C(C)=O)cc3)C2)cc1 (centres undefined) | -23 | -25%
CC(=O)NC(c1ccccc1)c1nc(-c2ccc3ccccc3c2)cs1 (centres undefined) | 19 | 16%
Cc1ccc(NC(=O)c2ccccc2F)c(NC(=O)c2ccccc2F)c1 | 66 | 6%
COc1ccccc1-c1cc2nc(NCc3cccc(Cl)c3)ccn2n1 | 12 | 9%
CCCCN1CC(COCc2ccccc2)Oc2cccc(Oc3ccc(C(C)C)cc3)c2S1(=O)=O (centres undefined) | -5 | 11%
CC1(C(=O)NS(=O)(=O)c2cccc(OC(F)F)c2)CCN1C(=O)CC1CCCC1 (centres undefined) | 1 | -8%
CCCCNC(=O)C[C@@H]1C[C@@]2(C(=O)OC)CC(C)(C)CC=C2N(Cc2ccccc2)C1=O | 17 | 2%
NC(COCc1ccccc1)c1csc(Nc2nncc3ccccc23)n1 (centres undefined) | 30 | 23%
CC(=O)N1c2cc3ccccc3cc2N(C(C)=O)c2cc3ccccc3cc21 | 14 | 10%
C[C@H]1NC(=O)[C@]2(C)[C@@H](c3ccccc3)[C@H]3COc4ccccc4[C@H]3N2C1=O | -2 | 13%
O=C1OCC(O)=C1Cc1ccccc1 | -27 | 15%
COc1ccc([N+](=O)[O-])cc1N(CC(O)CN1C(=O)NC(C)(C)C1=O)S(=O)(=O)c1ccc(C)cc1 (centres undefined) | ? | 5%
CCCCc1c(-c2ccccc2OC)ncn1CCc1cccc(Cl)c1 | ? | -20%
CCOC(=O)C1CCCN(C(=O)c2ccccc2)CC1 (centres undefined) | -22 | 3%
CCCCNC(=O)C1(C)CCN1C(=O)c1sccc1C (centres undefined) | -6 | 2%
Cc1ccc(N2CC(C(=O)NC3CCCCCC3)CC2=O)cc1 (centres undefined) | -64* | 3%
CCCC[C@@H]1CNC(=O)C(=O)N1CCCCC1CCCCC1 | -2 | -14%
c1ccc2sc(N3CCCCC3)nc2c1 | -31 | 22%
CC(C)CNC(=O)C1(C)CCCCCN1C(=O)c1cc(C#N)cs1 (centres undefined) | 12 | 5%
Brc1ccccc1CN1CCN(Cc2c[nH]c3ccccc23)CC1 | -34 | -2%

2 of the compounds above, with values under each structure.
Order of results: HCMV antiviral | AMA1 RON2 block
O=C1OCC(O)=C1Cc1ccccc1
  -27 | 15%
Cc1ccc(N2CC(C(=O)NC3CCCCCC3)CC2=O)cc1 (centres undefined)
  -64* | 3%

(further entries)
SMILES | HCMV antiviral | AMA1 RON2 block
CC(C)C[C@H]1CN(CCCC[C@H]2CNC(=O)C(=O)N2CC2CCCCC2)C(=O)C(=O)N1Cc1ccccc1 | -20 | -12%
COc1c(Cl)cc(C(=O)Nc2cccnc2)cc1Cl | 51 | 19%
COc1ccc2c(c1)C(=O)C1NC(=O)NC(=O)C1(Br)N2 (centres undefined) | 32 | 7%
Cc1cccc(C(O)c2ncc(-c3ccccc3Cl)[nH]2)c1C (centres undefined) | 28 | 5%
CN1OC[C@@H]2CN3C(=O)N(c4ccccc4)c4ccccc4[C@@H]3C[C@@H]21 | -19 | 3%
CC(=NNC(=O)c1ccncc1)c1cc(Cl)ccc1Cl | -12 | 67%[activator]
CCc1nnc(NC(=O)c2ccc3c(c2)C(=O)N(CC)C3=O)s1 | -16 | -9%
CCC(=O)N(C)C[C@H]1Oc2cc(Br)ccc2S(=O)(=O)N([C@@H](C)CO)C[C@H]1C | 3 | 4%
C#CC(c1ccccc1)(c1ccccc1)n1ccnc1 | ? | -5%
COc1cc(OC)c(NS(=O)(=O)c2cc(C(=O)NCCCN3CCOCC3)ccc2C)cc1Cl | 31 | -4%
CC(=O)NC(Cc1c[nH]c2ccccc12)C(=O)OCC(=O)N1CCN(S(=O)(=O)c2ccc(Cl)cc2)CC1 (centres undefined) | -10 | -4%
CCCCN1C(=O)C(CC(=O)NC2CC2)CC(C(=O)N2CCOCC2)=C1C (centres undefined) | 10 | -8%
O=C(O)Cc1cccc2c(=O)cc(-c3ccccc3)oc12 | -3 | 4%
Cc1ccc2nc(Cl)c(/C=N/NC(=O)CN3CCOCC3)cc2c1 | -12 | 1%
CCCCn1nnnc1C(c1ccccc1)N1CCN(c2cccc(C(F)(F)F)n2)CC1 (centres undefined) | 17 | 6%
CNC[C@H]1Oc2cc(Br)ccc2S(=O)(=O)N([C@H](C)CO)C[C@H]1C | -6 | 12%
COc1cc(/C=C2/SC(=S)N(CCC(=O)N3CCN(C)CC3)C2=O)cc(OC)c1OC | ? | 1%
O=C1CC(=C2c3ccccc3-c3ccccc32)C(=O)N1CCN1CCN(c2ccccc2)CC1 | 24 | ?
COc1ncnc2c1ncn2CCCN[C@H](C)c1cccc2ccccc12 | -11 | -1%
CN(c1ccccc1N(C)S(=O)(=O)c1ccccc1)S(=O)(=O)c1ccccc1 | -16 | 0%
CC(C)(C)C(=O)c1c(N)[nH]c(C(=O)c2ccccc2)c1-c1ccc(Cl)cc1 | -15 | 68%[activator]
Cc1ccsc1/C=N/NC(=O)Cc1ccc([N+](=O)[O-])cc1 | -5 | 10%
CC(C)C(=O)N1CCN(c2ccccc2NC(=S)NC(=O)Cc2ccccc2)CC1 | -15 | 5%
COc1ccc(N2CCN(C(=O)C(=O)c3cn(CC(=O)N4CCCC4)c4ccccc34)CC2)cc1 | 7 | -5%
COc1ccc(C(O)C(C)NC(C)C(O)c2ccc(OC)cc2)cc1 (centres undefined) | 3 | 2%
Oc1c(Cl)cc(Oc2cc(Cl)c(O)c(CN3CCOCC3)c2)cc1CN1CCOCC1 | -13 | -23%
COc1ccc(C(c2nnnn2-c2ccc3c(c2)OCCO3)N2CCC(n3c(=O)[nH]c4ccccc43)CC2)cc1 (centres undefined) | ? | -7%
CCOC(=O)c1ccc(NC(=O)c2ncn3c2C(=O)N[C@H](C)C3)cc1 | -30 | 50%[activator]
CCN1CCN(S(=O)(=O)c2ccc(Cl)c(C(=O)N(CCc3ccccc3)Cc3ccccc3)c2)CC1 | -21 | -15%
COc1ccc(CCNC(=O)Nc2nnc([C@@H]3C[C@H](O)[C@@H](CO)O3)s2)cc1OC | -24 | -4%

The closing 5 entries of the section before are carried over, then new ones follow:
SMILES | HCMV antiviral | AMA1 RON2 block
Oc1c(Cl)cc(Oc2cc(Cl)c(O)c(CN3CCOCC3)c2)cc1CN1CCOCC1 | -13 | -23%
COc1ccc(C(c2nnnn2-c2ccc3c(c2)OCCO3)N2CCC(n3c(=O)[nH]c4ccccc43)CC2)cc1 (centres undefined) | ? | -7%
CCOC(=O)c1ccc(NC(=O)c2ncn3c2C(=O)N[C@H](C)C3)cc1 | -30 | 50%[activator]
CCN1CCN(S(=O)(=O)c2ccc(Cl)c(C(=O)N(CCc3ccccc3)Cc3ccccc3)c2)CC1 | -21 | -15%
COc1ccc(CCNC(=O)Nc2nnc([C@@H]3C[C@H](O)[C@@H](CO)O3)s2)cc1OC | -24 | -4%
CCC(CC)C(C(=O)NCc1ccccc1)N1CCN(C(=O)C2CCCO2)CC1 (centres undefined) | 44 | -2%
CSc1ccccc1NP1(=O)OCC(C)([N+](=O)[O-])CO1 (centres undefined) | ? | -5%
O=c1[nH][nH]c2c1[C@H](c1ccccc1)O[C@H](C1CCCCC1)C2 | 8 | 114%[activator]
CC(=O)Nc1cc(-c2ccccc2CN(C)C)cn2c(-c3ccc(F)c(Cl)c3)cnc12 | -2 | -8%
CC(C)(C)c1nnc2sc(SCC(O)=C(C#N)c3nc4ccccc4[nH]3)nn2c1=O | -5 | 68%[activator]
CC(NS(C)(=O)=O)C(c1cccs1)N1CCN(c2ccccc2F)CC1 (centres undefined) | -22 | -11%
CC(C)(CC(=O)c1ccccc1)CC(=O)c1ccccc1 | -32 | 31%
c1ccc(COc2ccc(-c3cc4nc(NCc5ccc6c(c5)OCO6)ccn4n3)cc2)cc1 | -64* | 28%
CCOc1ccc(-c2cc(C(=O)Nc3cccc(C(F)(F)F)c3)[nH]n2)c(C)c1 | ? | 27%
CC(N)C(=O)NC1C2C(=C(O)CC(O)C2O)C(=O)OC1(C)C(Cl)Cl (centres undefined) | -76* | -19%
CC(C)(C)n1nnnc1C(c1ccnc2ccccc12)N1CCN(C/C=C/c2ccccc2)CC1 (centres undefined) | -6 | -22%
COC(=O)c1cn(CC(C)n2c(=O)c3ccccc3n2Cc2cc(C(C)C)no2)nn1 (centres undefined) | 14 | -9%
COc1cccc2c1C(CCCC(=O)O)CCC2 (centres undefined) | -23 | 3%
CC1=CC2OC3CC4OC(=O)C=CC=CC(C(C)O)OCC(O)C5(C)OC5C(=O)OCC2(CC1O)C4(C)C31CO1 (centres undefined) | -98* | -8%
CC(C)CNC(=S)N1CCC(C(=O)c2ccc(Cl)cc2)CC1 | -34 | -9%
CCOc1ccc(N)cc1 | -25 | -3%
COc1ccc2c(c1C)CCC(C)(C#N)C2=O (centres undefined) | -14 | 1%
Cc1cc(C)n(-c2ccc(C(=O)N3CCN(S(=O)(=O)c4ccc(OC(F)(F)F)cc4)CC3)cc2)n1 | 35 | -3%
COc1ccc(CNC(=O)OC2CC3CC2[C@H]2CCCCN2C3=O)cc1 (some centres undefined) | -8 | 46%[activator]
Cn1c(-c2ccc(C(=O)c3ccccc3)s2)nc2ccccc21 | 44 | -12%
COC(=O)[C@@]12C[C@@H](CC(=O)NCCC(C)C)C(=O)N(Cc3ccc4c(c3)OCO4)C1=CCC(C)(C)C2 | -11 | -17%
O=[N+]([O-])c1ccc2c(c1)Cc1cc(F)ccc1-2 | -94* | ?
N#C/C(=C/c1ccc(-c2ccc([N+](=O)[O-])cc2)o1)C(=O)Nc1nc(-c2cccs2)cs1 | -24 | 11%
CCC1OC(C2CC2)CC2=C1C(=O)OC(C)(C)O2 (centres undefined) | 29 | -7%
CCC/C=C/c1ccc(CN2C(CC(C)C)C(=O)N(Cc3cn(Cc4ccco4)nn3)CCS2(=O)=O)cc1 (centres undefined) | -7 | 3%
COc1cc(OC)cc(C(=O)N(Cc2ccco2)c2c(N)n(Cc3ccccc3)c(=O)[nH]c2=O)c1 | -11 | -3%
COc1cc(/C=C/c2nc3ccccc3c(=O)[nH]2)ccc1O | 100 | -9%
COc1ccccc1-c1nnc(NC(=O)CCS(=O)(=O)c2ccc(F)cc2)o1 | -11 | 130%[activator]
C[C@H](CO)NC(=O)c1nc[nH]c1C(=O)N[C@@H](C)c1ccccc1 | 2 | 7%
Clc1ccccc1-c1ccc2nccn2c1 | -25 | 9%
COc1ccc(NC(=O)C2Cc3c(-c4ccc(Cl)cc4)ccnc3O2)cc1 (centres undefined) | -3 | -2%
CN(CCCn1ccc(N)nc1=O)Cc1ccco1 | -3 | -3%
CN(C)CCNC(=O)c1cccc2c(-c3ccc(F)c(F)c3)coc12 | 17 | 1%
C=CCOc1cccc(C2C(C(=O)c3ccc(C)o3)=C(O)C(=O)N2CCN2CCOCC2)c1 (centres undefined) | -13 | 0%
CC1(C(=O)Nc2ccc3c(c2)OCCO3)CCN1C(=O)c1ccccc1CCc1ccccc1 (centres undefined) | -37 | -30%
O=[N+]([O-])c1ccccc1N(S(=O)(=O)c1ccccc1)S(=O)(=O)c1ccccc1 | 0 | -12%
NNc1cc2c(nn1)CCN(C(=O)c1ccccc1)C2 | 16 | 109%[activator]
CC1(c2nnnn2Cc2ccccc2)CCC(=O)N1CCc1ccccc1F (centres undefined) | 21 | -9%
COCc1cccc(-c2csc(C(O)c3ccc(F)c(F)c3)n2)c1 (centres undefined) | -9 | 0%
Cc1cc2nc(-c3ccc(F)cc3)c(CC(C)(C)C)n2c(C)c1Br | 3 | 20%

A different layout for part of the listing above:
The line under a structure holds: HCMV antiviral, AMA1 RON2 block
- CN(C)CCNC(=O)c1cccc2c(-c3ccc(F)c(F)c3)coc12
→ 17, 1%
- Cc1cc2nc(-c3ccc(F)cc3)c(CC(C)(C)C)n2c(C)c1Br
→ 3, 20%

Additional entries follow:
SMILES | HCMV antiviral | AMA1 RON2 block
COc1ccc(S(=O)(=O)NC(=O)C2(C)CCN2C(=O)c2ccc(C(F)(F)F)nc2C)cc1 (centres undefined) | 10 | -1%
CC(=O)Nc1ccc(C(=O)OCC(=O)NC(=O)NCc2ccccc2)cc1 | -2 | 14%
CC(NC(=O)C1CCCN1C(=O)OC(C)(C)C)C(=O)OCc1ccccc1 (centres undefined) | ? | -2%
Cc1ccc(-c2nc3cccnc3s2)cc1NC(=O)c1ccco1 | 33 | 6%
CN(C)S(=O)(=O)n1cc(/C=C(\NC(=O)c2ccccc2)C(=O)N2CCCCC2)c2ccccc21 | 29 | 6%
COc1ccc(CNC(=O)Nc2ccc3c(c2)c(=O)n(C)n3Cc2cc(C)cc(C)c2)cc1 | -8 | -8%

Screening results from PubChem.
